# Assay outcomes deposited in PubChem by Sanford-Burnham Center for Chemical Genomics.
# EBI2 antag: EBI2 receptor antagonists, beta-arrestin recruitment, primary screen, cell-based, luminescence, 7a,25-OHC stimulation, uHTS; G-protein coupled receptor 183 (Homo sapiens), P32249; 7a,25-OHC stimulated; inhibition, % at 5 µM; 360,000 compounds, 0.81% hits; in the data active = inhibition above about 38%;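 also: enzyme fragment complementation signal reports receptor beta-arrestin coupling in cells; 0% = agonist plus DMSO wells and 100% = wells without agonist; some results beyond the cut were filed as inactive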
# Target sequence (P32249 whole entry, looked up, the tested form may be a part): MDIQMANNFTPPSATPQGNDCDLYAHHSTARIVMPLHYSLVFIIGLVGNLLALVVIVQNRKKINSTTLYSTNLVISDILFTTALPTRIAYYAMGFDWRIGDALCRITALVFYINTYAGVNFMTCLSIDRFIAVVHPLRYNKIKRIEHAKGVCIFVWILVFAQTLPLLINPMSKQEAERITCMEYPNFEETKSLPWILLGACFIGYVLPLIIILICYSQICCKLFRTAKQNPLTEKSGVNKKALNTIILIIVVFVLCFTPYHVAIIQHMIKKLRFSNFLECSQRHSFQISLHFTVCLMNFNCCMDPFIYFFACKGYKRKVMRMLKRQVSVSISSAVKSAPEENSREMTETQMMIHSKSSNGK
# APOBEC3A inh: APOBEC3A ssDNA deaminase inhibitors, primary screen, selectivity assay for APOBEC3G inhibitor project, biochemical, FAM/TAMRA oligo cleavage fluorescence; DNA dC->dU-editing enzyme APOBEC-3A (Homo sapiens), P31941; 330,000 compounds, 0.41% hits; recombinant A3A, FAM/TAMRA ssDNA deamination fluorescence; inhibition, % at 20 µM;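 active = at least 40% inhibition at 20 µM here, with at most 30% in a related deaminase screen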;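 also: plate controls were A3A with DMSO for no effect and wells lacking A3A enzyme for full effect; some results filed as inactive read as strong as hits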
# APOBEC3G inh: APOBEC3G DNA deaminase inhibitors, primary screen, biochemical, fluorescence, single-stranded DNA substrate, uHTS; DNA dC->dU-editing enzyme APOBEC-3G (Homo sapiens), Q9HC16; recombinant A3G, ssDNA deamination FAM/TAMRA fluorescence; inhibition, % at 20 µM; 330,000 compounds, 0.28% hits;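 active = inhibition of at least 40% at 20 µM, with no more than 30% in the related APOBEC3A deaminase screen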;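 also: plate controls were DMSO wells with A3G for no effect and wells lacking A3G enzyme for full effect; some compounds called inactive have numbers as strong as hits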
# Target sequence (Q9HC16 whole entry, looked up): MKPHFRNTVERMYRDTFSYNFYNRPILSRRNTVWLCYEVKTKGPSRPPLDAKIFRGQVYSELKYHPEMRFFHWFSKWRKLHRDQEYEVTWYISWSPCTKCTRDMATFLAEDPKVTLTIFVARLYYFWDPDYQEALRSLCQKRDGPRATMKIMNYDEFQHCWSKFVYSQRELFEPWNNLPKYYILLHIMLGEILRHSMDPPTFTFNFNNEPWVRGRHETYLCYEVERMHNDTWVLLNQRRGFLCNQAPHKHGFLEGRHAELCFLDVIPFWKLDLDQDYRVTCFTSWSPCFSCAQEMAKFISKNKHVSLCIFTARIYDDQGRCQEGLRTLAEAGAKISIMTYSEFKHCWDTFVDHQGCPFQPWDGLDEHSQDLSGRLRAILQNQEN
# CXCR6 inh: CXCR6 receptor inhibitors, primary screen, cell-based, beta-arrestin, luminescence, CHO-K1 PathHunter, 1536-well | inhibition, % at 20 µM | 360,000 compounds, 0.36% hits | C-X-C chemokine receptor type 6 (Homo sapiens), O00574; in the data active = inhibition above about 34%, passing the limit was not always enough;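 also: antagonist mode with CXCL16 agonist at 10 nM final; 0% = 10 nM CXCL16 with DMSO and 100% = unstimulated wells without agonist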
# MPTP inh: mitochondrial permeability transition pore inhibitors, primary screen, biochemical, isolated mouse mitochondria, absorbance | Ca2+ swelling absorbance, 30 min | inhibition, % at 10 µM | 360,000 compounds, 1.4% hits | AID 602449, 2012;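 active = inhibition of 50% or more, scaled per plate between neutral and stimulator controls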;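 also: 0% = DMSO wells given calcium and 100% = 1 mM EGTA wells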
# GRIN3A LBD mod: binders of NR3A ligand-binding domain, primary screen, biophysical, differential scanning fluorimetry, uHTS; Glutamate receptor ionotropic, NMDA 3A (GRIN3A) ligand-binding domain; Tm shift relative to glycine control, % at 25 µM; NR3A LBD differential scanning fluorimetry, Tm shift; 0% = protein alone, 100% = glycine-bound protein; 340,000 compounds, 2.5% hits;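 active = melting temperature shift of at least 10% of the positive control shift, at one fixed dose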
# Gli-Sufu block: Gli-Sufu pathway antagonists, primary screen, luciferase luminescence, Sufu-KO-LIGHT cells, uHTS; Sufu-KO-LIGHT fibroblasts, Gli luciferase reporter luminescence; inhibition, % at 5 µM; 340,000 compounds, 0.74% hits; AID 588413, 2011;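 active = inhibition above about 55%, limit read from the data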;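 also: 0% = DMSO-treated cells and 100% = wells with medium but no cells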
# CCR6 antag: CCR6 receptor antagonists, primary screen, cell-based, CHO-K1, luminescence, beta-arrestin, uHTS; C-C chemokine receptor type 6 (Homo sapiens), P51684; CHO-K1 CCR6 PathHunter beta-arrestin, CCL20-stimulated; inhibition, % at 20 µM; 340,000 compounds, 0.49% hits; AID 493098, 2011;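 active = compounds whose inhibition of the agonist-driven luminescence signal at 20 µM reaches about 50%, limit read from the data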;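 also: cells stimulated with CCL20 at 14 nM final; plate controls were DMSO with CCL20 for no effect and DMSO without agonist for full effect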
# Target sequence (P51684 whole entry, looked up): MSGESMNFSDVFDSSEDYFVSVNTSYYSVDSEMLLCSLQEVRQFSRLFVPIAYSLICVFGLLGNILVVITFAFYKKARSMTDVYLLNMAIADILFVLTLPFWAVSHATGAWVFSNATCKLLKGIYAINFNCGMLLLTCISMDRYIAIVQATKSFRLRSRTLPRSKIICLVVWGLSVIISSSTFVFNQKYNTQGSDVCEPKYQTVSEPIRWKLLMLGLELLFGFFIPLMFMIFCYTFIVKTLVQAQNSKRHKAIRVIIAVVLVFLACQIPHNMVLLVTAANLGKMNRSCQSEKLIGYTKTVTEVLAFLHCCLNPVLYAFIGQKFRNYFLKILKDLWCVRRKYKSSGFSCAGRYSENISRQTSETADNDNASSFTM
# An asterisk follows results filed as active; · = no result given.
SMILES,EBI2 antag,APOBEC3A inh,APOBEC3G inh,CXCR6 inh,MPTP inh,GRIN3A LBD mod,Gli-Sufu block,CCR6 antag
COc1ccc(NC(=O)c2ccc3nc(-c4ccccc4)c(-c4ccccc4)nc3c2)c(OC)c1,13,2,3,-4,2.9,0,14,25
O=C(Nc1ccc(OCC(=O)N2CCN(S(=O)(=O)c3ccccc3)CC2)cc1)c1ccco1,-13,-3,-3,-5,-0.3,-4,3,9
CCCCNC(=O)CCc1nc2cccnc2n1Cc1ccc(OC)cc1,-12,-5,-8,6,-1.1,1,5,-12
C/C(=N/NC(=O)CNC(=O)c1ccccc1F)c1ccc2c(c1)CCCC2,-2,-2,-6,-8,0.5,0,-4,-12
C[C@H](CO)N1C[C@H](C)[C@H](CN(C)CC2CCCCC2)Oc2ccc(NS(=O)(=O)c3ccc(F)cc3)cc2CC1=O,1,3,0,-10,1.0,-4,7,-1
O=C(CN(c1ccccc1Cl)S(=O)(=O)c1ccccc1)N/N=C/c1ccccc1C(=O)O,3,-2,-11,-5,0.8,3,3,5
COc1ccc(C(=O)ON=C2c3ccccc3-c3ccccc32)cc1OC,-2,3,-8,5,-0.4,-5,-5,9
O=C(c1cccc(C(F)(F)F)c1)C1CCCN(C(=O)C2CCOCC2)C1 (centres undefined),6,-2,-3,-5,-1.0,-2,-18,-4
CCCNC(=O)CSc1ccc(S(=O)(=O)N2CCCC2)cn1,0,6,-10,-2,-0.3,2,5,-18
CCOC(=O)CSc1nc2ccc(C)cc2cc1C#N,-12,-4,9,-6,-1.0,1,-4,13
Cc1ccc(S(=O)(=O)NCCC2=CCCCC2)cc1C(N)=O,-12,1,-2,-13,-2.2,-1,58*,-9
CNC[C@H]1Oc2c(NC(=O)C3CC3)cccc2C(=O)N([C@H](C)CO)C[C@@H]1C,-4,-1,-5,2,1.5,-1,-14,1
C=CCc1ccccc1OCC(O)CN(C(C)C)C(C)C (centres undefined),-4,4,3,0,-1.4,3,11,-1
COC(=O)Cn1c(=NC(=O)c2ccc(Cl)s2)sc2cc(C)ccc21,8,-1,-6,2,0.6,-6,-49,4
CCOc1ccc(-n2nc3ccc(N)cc3n2)cc1,15,6,-5,-10,1.4,-8,10,-6
CN(C)C(CNC(=O)c1ccc(NS(=O)(=O)c2ccc(F)cc2)cc1)c1ccco1 (centres undefined),6,-1,-4,6,-0.7,1,7,4
OCCN(CCCn1c(-c2ccncc2)nc2ccccc21)c1nc(CN2CCCCC2)cs1,-15,-2,-10,-9,0.7,1,26,-6
N#C/C(=C/c1ccc2c(c1)OCO2)C(=O)Nc1ccc(O)cc1,14,0,-3,-2,-1.0,-2,10,4
O=C(Nc1ccccc1C(F)(F)F)N1CCN(c2ccc3nnc(-c4ccc(F)cc4)n3n2)CC1,3,3,-2,-2,-1.2,-4,4,-7
CC(=O)Oc1cccc(NC(=O)c2ccc3c(c2)C(=O)N(CC(C)C)C3=O)c1,15,1,-2,-4,-1.3,-1,-2,19

# Single records, from the list above. Order of screens: EBI2 antag, APOBEC3A inh, APOBEC3G inh, CXCR6 inh, MPTP inh, GRIN3A LBD mod, Gli-Sufu block, CCR6 antag
# `CN(C)C(CNC(=O)c1ccc(NS(=O)(=O)c2ccc(F)cc2)cc1)c1ccco1` (centres undefined) as listed: 6, -1, -4, 6, -0.7, 1, 7, 4
# `O=C(Nc1ccc(OCC(=O)N2CCN(S(=O)(=O)c3ccccc3)CC2)cc1)c1ccco1` as listed: -13, -3, -3, -5, -0.3, -4, 3, 9
# `COc1ccc(NC(=O)c2ccc3nc(-c4ccccc4)c(-c4ccccc4)nc3c2)c(OC)c1` as listed: 13, 2, 3, -4, 2.9, 0, 14, 25
# `C=CCc1ccccc1OCC(O)CN(C(C)C)C(C)C` (centres undefined) as listed: -4, 4, 3, 0, -1.4, 3, 11, -1
# `CCOC(=O)CSc1nc2ccc(C)cc2cc1C#N` as listed: -12, -4, 9, -6, -1.0, 1, -4, 13

# Pulled one by one from the list above, 2 records:
SMILES,EBI2 antag,APOBEC3A inh,APOBEC3G inh,CXCR6 inh,MPTP inh,GRIN3A LBD mod,Gli-Sufu block,CCR6 antag
CCCCNC(=O)CCc1nc2cccnc2n1Cc1ccc(OC)cc1,-12,-5,-8,6,-1.1,1,5,-12
CNC[C@H]1Oc2c(NC(=O)C3CC3)cccc2C(=O)N([C@H](C)CO)C[C@@H]1C,-4,-1,-5,2,1.5,-1,-14,1

# Following part
SMILES,EBI2 antag,APOBEC3A inh,APOBEC3G inh,CXCR6 inh,MPTP inh,GRIN3A LBD mod,Gli-Sufu block,CCR6 antag
CC1CN(C(=O)c2cccc(C(=O)N3CC(C)OC(C)C3)c2)CC(C)O1 (centres undefined),2,-3,-10,0,-0.2,-11,-2,-10
CCS(=O)(=O)N1CCN(c2nc(-c3ccccc3)cs2)CC1,8,-1,-1,-7,-2.2,0,-14,1
CCOc1cccc(C2/C(=C(/O)c3ccc4c(c3)CC(C)O4)C(=O)C(=O)N2Cc2ccncc2)c1 (centres undefined),-9,-7,1,0,-1.1,-2,-2,-6
O=C(O)CCn1cc(/C=C2\SC(=S)NC2=O)c(-c2ccccc2)n1,1,6,-1,-1,-1.1,-1,-1,12
CC(C)(C)c1cc(C(=O)C[n+]2ccc(C(=O)NCCCO)cc2)cc(C(C)(C)C)c1O,17,6,-1,4,1.4,0,10,6
Cc1ccc(S(=O)(=O)NNC(=O)C(=O)NNc2ccccn2)cc1,-10,-2,-1,-12,-12,0,-34,-3
Cc1cc(C)nc(NC2=NCCN2C(=O)NC2CCCCC2)n1,-8,-4,-5,0,1.4,0,2,-4
CCN(C(C)=O)c1nnc(CSc2nc3ccccc3s2)s1,-2,·,·,-9,0.4,0,-4,1
O=C(Cc1ccc(F)cc1)N/N=C/c1ccc2c(c1)OCO2,1,2,-1,-1,1.4,-1,-42,19
CCOC(=O)N1CCC(NC(=O)c2ccc3nc(N4CCOCC4)sc3c2)CC1,-1,·,·,-18,2.7,-2,-15,-4
C/C=C(/C)C(=O)O[C@@H]1c2c(ccc3ccc(=O)oc23)O[C@@H]1C(C)(C)OC(=O)/C(C)=C\C,14,-1,8,-9,3.1,0,7,22
OCC[C@@H]1C[C@@H](O)[C@H](O)[C@]2(OCCc3ccccc32)O1,-6,2,7,2,-1.7,1,-14,-19
CC1(C)C(c2ccccc2)=NC(c2ccc(F)cc2)N1O (centres undefined),-6,-5,-7,15,0.4,-11,-1,28
CCC1(CC)Cc2ccccc2-c2nc(CCl)[nH]c(=O)c21,9,0,0,-18,-0.1,0,3,-9
O=[N+]([O-])c1cc(C(F)(F)F)ccc1N1CCN(CCO)CC1,3,3,-3,2,2.1,1,5,-16
N#CCc1c(C#N)c(N)nc(N2CCN(S(=O)(=O)c3ccccc3F)CC2)c1C#N,7,-1,-6,2,0.7,-4,-4,1
COc1ccccc1OCCNC(=O)C(CCSC)NC(=O)COc1ccccc1 (centres undefined),-2,3,-3,7,-1.5,-2,4,5
COc1ccc2[nH]cc(CCNC(=O)CC[C@H]3O[C@@H](n4cc(C)c(=O)[nH]c4=O)C[C@@H]3O)c2c1,-7,0,0,1,-0.2,-2,-4,10
CCCN(C(=O)c1cc(S(=O)(=O)N2CCCCCC2)ccc1OC)C1CCS(=O)(=O)C1 (centres undefined),-6,-1,-6,3,-0.6,0,3,0
O=C(CN1C(=O)c2ccccc2S1(=O)=O)Nc1ccc(S(=O)(=O)N2CCCCC2)cc1,-1,-2,-8,10,-1.0,-4,1,4

# Four compounds from above, arranged by the value under CCR6 antag, rising.
Molecule	EBI2 antag	APOBEC3A inh	APOBEC3G inh	CXCR6 inh	MPTP inh	GRIN3A LBD mod	CCR6 antag
Cc1cc(C)nc(NC2=NCCN2C(=O)NC2CCCCC2)n1	-8	-4	-5	0	1.4	0	-4
N#CCc1c(C#N)c(N)nc(N2CCN(S(=O)(=O)c3ccccc3F)CC2)c1C#N	7	-1	-6	2	0.7	-4	1
O=C(O)CCn1cc(/C=C2\SC(=S)NC2=O)c(-c2ccccc2)n1	1	6	-1	-1	-1.1	-1	12
O=C(Cc1ccc(F)cc1)N/N=C/c1ccc2c(c1)OCO2	1	2	-1	-1	1.4	-1	19

# Later entries:
SMILES,EBI2 antag,APOBEC3A inh,APOBEC3G inh,CXCR6 inh,MPTP inh,GRIN3A LBD mod,Gli-Sufu block,CCR6 antag
CC1CCN(C(=O)COC(=O)C2CCN(S(=O)(=O)c3c(Cl)cccc3Cl)CC2)CC1,12,-3,-5,4,-0.7,-1,-9,26
O=C(Oc1ccc(-c2nnco2)cc1)N1CCOCC1,-4,0,-4,1,-0.2,0,-2,-8
CC(C)(C)c1ccc(NC(=O)COC(=O)c2ccc3ncsc3c2)cc1,-7,-1,5,-8,-0.3,2,-28,13
CCCSc1cc(NCCOC(=O)CCC)c([N+](=O)[O-])c2nonc12,-5,2,-6,62*,0.8,-15,-28,84*
CCOc1ccc(/C=C/c2nc(C#N)c(NCCCOC)o2)cc1,10,-5,-8,0,4.1,-2,-2,12
C=CCOc1cccc(C2/C(=C(/O)c3ccc(F)cc3)C(=O)C(=O)N2CCN2CCOCC2)c1 (centres undefined),-1,1,0,-27,0.5,2,11,-2
Cc1csc(SCC(=O)NCCc2ccc(Cl)cc2)n1,10,-1,-7,11,-0.1,3,5,11
C/C=C/c1ccc(OCCCCOc2ccc(OC)cc2)c(OC)c1,-2,-1,-6,-2,0.1,5,0,14
Cc1ccc(CN(c2ccc(C(=O)NCc3cccnc3)cc2)S(C)(=O)=O)cc1,-4,1,-4,-10,-2.3,-2,8,10
Cc1nnc(SCc2ccc([N+](=O)[O-])cc2)[nH]c1=O,1,-3,-4,5,1.1,0,-3,8
CCn1nnc2cc(C(=O)NCCc3ccccc3F)ccc21,-2,-1,-8,3,-0.2,1,-67,18
CC(C)(C)c1ccc(C(=O)Nc2ccc3c(c2)C(=O)NC3=O)cc1,2,0,-6,0,0.9,1,8,-1
CC(=O)c1ccc(-n2cc(C#N)c(=O)[nH]c2=O)cc1,8,0,-5,9,0.5,2,-4,12
CC(=O)N1c2ccccc2Nc2ccccc21,-3,1,-5,-10,0.1,0,-2,-4
O=C1NC2(CCCCC2)C(=O)N1c1cccc(Cl)c1,2,-4,-6,2,0.3,-2,15,3
O=C(CCc1nnc(C2(c3ccc(Cl)cc3)CCC2)o1)NC1CC1,-14,-1,0,4,-2.3,-2,-2,6
C/C(=N\Nc1ccccc1)c1cc2ccccc2oc1=O,-13,1,-9,1,-2.4,0,-10,20
CC(C)=NNC(=O)c1c(O)c2ccccc2[nH]c1=O,-8,7,0,9,1.7,2,1,15
O=C(Cn1c(=O)cnc2ccccc21)Nc1cccc(S(=O)(=O)N2CCCCC2)c1,0,19,0,2,0.1,-4,-9,9
COc1cc(/C=C/C(=O)OCC(=O)NCCc2ccc(S(N)(=O)=O)cc2)ccc1OCC#N,-1,3,1,-9,-1.3,-1,-8,14
CC(C)(C)c1ccc(NC(=S)NCc2cccnc2)cc1,-6,1,-1,2,10,-2,1,6
COc1ccc(CNC(=O)CSc2nnc(C)n2-c2ccc(F)cc2)cc1,1,0,-2,-5,0.5,-4,2,-1
O=S(=O)(Nc1ccccc1N1CCCCC1)c1ccc(F)cc1,8,-1,-5,3,-0.6,1,-11,11
CCn1c(N)c(C(=O)NCc2ccco2)sc1=S,-3,-1,-4,0,-6.1,1,34,0
